FN deposition inh – fibronectin deposition inhibition; AH1F fibroblasts, Alexa488-fibronectin deposition fluorescence, overnight; inhibition, % at 12.6 µM; hit rate 0.086% among 350,000; AID 743247;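 active = mean inhibition across replicates of 30% or more, regardless of how many single replicates reach that level; inconclusive = mean under 30% yet at least half of replicates reach 30%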;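 also: positive control wells lacked labelled fibronectin entirely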
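Assay system: AH1F fibroblast monolayer, labelled fibronectin deposition. Amount: 10000 cells per well. Also added: labelled fibronectin 24 nM. Compound: single-point pinned compound. Incubation: cell attachment 1 h, compound and FN exposure overnight. Detection: fluorescence after three HBSS washes, excitation 485 nm, emission 525 nm. Read-out: inhibition of fibronectin deposition signal.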
RAD54 branch – blocks human RAD54 Holliday junction branch migration | inhibition, % at 10.4 µM | FAM/BHQ fluorescence | Q92698 | hit rate 0.14% among 360,000;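 active = mean normalized replicate activity at least 40 and at least half of replicates scoring 40 or more; inconclusive = only one of the two criteria met; inactive = mean below 40 and under half of replicates reaching 40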;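 also: 0% = median of neutral control wells and 100% = median of positive control wells; inhibitors cause a drop in the FAM fluorescence signal; in these data hits start at about 50%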
RAD52 inh – RAD52 (human) annealing inhibition; recombinant RAD52 DNA annealing, FRET fluorescence; inhibition, % at 18.7 µM; hit rate 0.46% among 360,000; P43351; AID 651710;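 active = every replicate showing at least 50% inhibition; inconclusive = mean inhibition at least 50% but not in every replicate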
E-selectin induc – E-selectin induction on HUVECs; HUVEC E-selectin immunofluorescence imaging; normalized: neutral wells 0, TNF-alpha wells 100; hit rate 0.37% among 260,000; activation, % at 7.58 µM; P16581; AID 686992;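 active = mean E-selectin-positive cell signal at least 10% of the positive control, reached in at least 60% of replicates, without over 20% cell loss; inconclusive = no rule given, readout overlaps actives, possibly toxicity-flagged; inactive = the rest, including those meeting only one limit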;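 also: in these data hits start at about 27%; measured in HUVEC primary endothelial cells; signal is the percent of cells scored E-selectin positive by PE staining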
Target sequence (P16581 whole entry, looked up): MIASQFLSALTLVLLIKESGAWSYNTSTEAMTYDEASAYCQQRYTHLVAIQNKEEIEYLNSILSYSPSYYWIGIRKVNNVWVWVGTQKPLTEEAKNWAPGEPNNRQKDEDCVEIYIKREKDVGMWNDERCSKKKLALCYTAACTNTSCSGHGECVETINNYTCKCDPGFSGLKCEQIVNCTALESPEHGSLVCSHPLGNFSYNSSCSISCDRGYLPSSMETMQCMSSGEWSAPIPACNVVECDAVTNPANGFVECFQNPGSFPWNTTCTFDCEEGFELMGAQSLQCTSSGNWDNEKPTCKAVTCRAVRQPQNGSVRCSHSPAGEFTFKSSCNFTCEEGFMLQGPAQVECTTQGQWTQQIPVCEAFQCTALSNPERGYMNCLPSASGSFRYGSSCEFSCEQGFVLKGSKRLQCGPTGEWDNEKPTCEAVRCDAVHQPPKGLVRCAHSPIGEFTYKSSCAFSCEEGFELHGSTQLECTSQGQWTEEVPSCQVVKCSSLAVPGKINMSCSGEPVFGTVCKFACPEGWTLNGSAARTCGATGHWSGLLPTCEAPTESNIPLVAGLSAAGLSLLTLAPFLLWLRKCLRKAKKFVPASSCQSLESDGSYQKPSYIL
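Read-out basis: % PE-positive cells; Test system: HUVEC primary endothelial cells; Technique: immunofluorescence imaging; Dosing: single-point compound dose.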
Xi reactivation – X-chromosome reactivation activator | AID 743238 | XiGFP mouse fibroblasts, % GFP-positive cells imaging, 3 d; cells co-treated with 5-aza-dC sensitizer; scaled so ellipticine positive control = 100% | hit rate 0.055% among 360,000 | activation, % at 7.58 µM;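 active = mean normalized replicate activation at least 10% and every replicate at or above 10%; inconclusive = only one of the two criteria met; inactive = mean below 10% and not all replicates reach 10%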;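 also: 0% = median of on-plate neutral control wells and 100% = ellipticine 6 µM median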
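material = 68-5-11 XiGFP fibroblast line | medium = DMEM plus 5-aza-dC sensitizer | schedule = 3 days compound exposure | benchmarks = positive control ellipticine, 6 µM final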
EWS-Fli inh – blocks EWS/Fli oncoprotein-driven transcription | A673 NR0B1-luciferase reporter, viability-normalised | inhibition, % at 12.6 µM | hit rate 0.67% among 350,000 | AID 651661;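 active = mean inhibition of at least 50% after viability correction, with every replicate also passing that limit; inconclusive = mean reaches 50% but only one of two replicates passes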;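 also: firefly luciferase signal divided by Alamar Blue viability fluorescence both relative to DMSO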
S100A4 MyoIIA – S100A4-myosin IIA interaction inhibition; inhibition, % at 10.7 µM; hit rate 0.14% among 360,000; P26447; AID 652163; S100A4/TAMRA-MyoIIA peptide fluorescence polarization;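 active = mean inhibition of at least 70% across replicates, with every replicate also reaching that level; inconclusive = mean inhibition reaches 70% but some replicates fall short; inactive = mean inhibition below 70%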
Target sequence (P26447 whole entry, looked up): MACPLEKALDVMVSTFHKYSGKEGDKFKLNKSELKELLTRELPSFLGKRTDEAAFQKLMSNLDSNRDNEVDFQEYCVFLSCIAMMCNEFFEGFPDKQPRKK
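Material: human S100A4 monomer with TAMRA-labelled myosin IIA peptide; buffer or medium: HEPES pH 7.2 with CaCl2, KCl, NaCl, DTT, Triton; compound dosing: one concentration per compound; schedule: 5 min incubation before reading; benchmarks: neutral control DMSO, positive control TFP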
esBAF inh – SWI/SNF esBAF complex inhibition; mouse ES cells, Bmi1-luciferase knock-in reporter, 24 h; 100% = twice the neutral-well signal; reporter increase, % at 12.5 µM; hit rate 2% among 350,000; AID 602393; in the data active = activation above about 40%; inconclusive = no clear call, values can overlap the other calls;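 also: 0% = median of the plate's neutral control wells and 100% = double that signal; a rise in the Bmi1 reporter signal indicates esBAF inhibition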
* hit, by the source's call; ? = inconclusive; / = not tested or not shown; & = joins results of further samples.

SMILES	FN deposition inh	RAD54 branch	RAD52 inh	E-selectin induc	Xi reactivation	EWS-Fli inh	S100A4 MyoIIA	esBAF inh
CCS(=O)(=O)Nc1ccc2c(c1)C(=O)N(C)[C@H]1CC[C@@H](CC(=O)N3CCOCC3)O[C@@H]1CO2	3	6	-3	-0.1	0.1	30	68	4
C[C@H](CO)N1C[C@H](C)[C@@H](CN(C)C(=O)C2CC2)OCc2ccccc2-c2ccccc2C1=O	-3	9	4	-0.4	0.8	-6	2	-3
CN(Cc1ccc(Cl)s1)C(=O)CN1C(=O)N(C)C2(CCCCC2)C1=O	8	-2	6	-0.1	0.5	-15	7	13
C[C@H](CO)N1C[C@H](C)[C@H](CN(C)S(=O)(=O)c2cccs2)Oc2ccc(N(C)C)cc2C1=O	0	2	7	0.4	-0.2	-1	14	0
COc1ccc(CNC(=O)COc2ccccc2C(=O)c2cnn(-c3ccccc3)c2)cc1OC	-4	4	-87	-0.3	0.0	-86	-5	75*
C[C@H]1CN([C@@H](C)CO)C(=O)Cc2cc(NC(=O)Nc3ccc4c(c3)OCO4)ccc2O[C@@H]1CN(C)CC1CC1	/	-4	20	2.6	2.1	-10	-18	3
Cc1ccc(C(NC(=O)c2ccccc2)C(Cl)(Cl)Cl)cc1 (stereo not given)	0	5	/	-0.5	0.0	/	/	-4
CC(C)CC#Cc1cnc2c(c1)C(=O)N([C@H](C)CO)C[C@H](C)[C@@H](CN(C)Cc1ccccc1C(=O)O)O2	1	11	-9	0.7	-1.1	0	12	-6
COc1ccc(CN2C(=O)C(CC(=O)NCCCCc3ccccc3)CC(C(=O)N3CCOCC3)=C2C)cc1 (stereo not given)	11	0	-4	0.4	0.1	10	1	0
COc1ccc(C(=O)N2CCCCC2c2cc(C(=O)NCc3ccccc3)no2)cc1 (stereo not given)	2	-11	-6	0.0	0.0	-5	-5	2
CC(=O)Nc1ccc(-c2csc(NC(=O)C3CC(=O)N(c4ccc5c(c4)OCCO5)C3)n2)cc1 (stereo not given)	2	/	-10	/	1.4	20	4	/
Cc1noc(/C=C/N(C)C)c1S(=O)(=O)N1CCN(c2ccc(F)cc2)CC1	-1	0	-31	1.3	0.0	/	-8	-1
CN(CC(=O)NCc1ccncc1)S(=O)(=O)c1ccc(Br)cc1	-2	7	-5	-0.3	0.0	11	-2	2
COc1ccc(N2C(=O)CC(SCCc3nc4ccccc4[nH]3)C2=O)cc1 (stereo not given)	1	0	-8	/	/	/	-8	-10
COc1ccc(CCN(C(=O)C(F)(F)F)C(C(=O)NC2CCCC2)c2cccs2)cc1OC (stereo not given)	/	-11	-9	/	/	12	-5	8
O=C(O)C1CCCN(C(=O)/C=C/c2ccccc2)CC1 (stereo not given)	/	-11	-6	/	-0.1	3	4	-12
CCOC(=O)C1CCCN(S(=O)(=O)Cc2ccc(Cl)cc2)C1 (stereo not given)	-5	3	1	/	0.0	3	5	5
CCOC(=O)c1[nH]ncc1CN1CCN(Cc2ccc(C)cc2)C(CCO)C1 (stereo not given)	4	-13	-17	/	0.0	-3	-5	1
O=C(Cc1ccsc1)N1CCN(S(=O)(=O)c2cc(C(F)(F)F)cc(C(F)(F)F)c2)CC1	-2	-3	-2	-0.2	0.0	/	-3	/
CCCCOc1ccc(C(=O)N(CC)CC(=O)NCc2cccs2)cc1	-1	-2	-11	/	0.0	-9	11	17
CCONc1ncnc2nonc12	0	3	-11	-5.9	0.1	-12	-2	-1
NC(=O)CC1C(=O)N(c2ccc(F)cc2)C(=O)N1NC(=O)CCc1ccccc1 (stereo not given)	5	-11	-5	0.1	/	0	3	/
COc1cccc(S(=O)(=O)Nc2ccc3c(c2)[C@H]2C[C@@H](CC(=O)N(C)C)O[C@@H](CO)[C@H]2O3)c1	-21	6	8	-0.2	0.0	-5	10	3
O=C(NCCC1CCCCN1S(=O)(=O)c1ccc(Cl)cc1)C(=O)NCc1ccco1 (stereo not given)	-4	5	-7	-1.7	-0.2	4	1	/
COc1cccc(CNC(=O)C[C@H]2CC[C@H](NC(C)=O)[C@H](CO)O2)c1	-7	6	2	-0.6	0.6	-4	-3	-2

Other results follow:
SMILES	FN deposition inh	RAD54 branch	RAD52 inh	E-selectin induc	Xi reactivation	EWS-Fli inh	S100A4 MyoIIA	esBAF inh
Cc1ccc(S(=O)(=O)N(C)C[C@@H]2Oc3ccc(NS(=O)(=O)c4ccccc4)cc3C(=O)N([C@@H](C)CO)C[C@@H]2C)cc1	/	-3	8	-0.1	0.1	8	-10	-4
C=C(C)CNC(=S)N/N=C/c1c(F)cccc1F	10	/	-9	/	0.0	-11	-2	/
CO[C@@H]1CN(C)C(=O)c2cc(NS(=O)(=O)c3ccccc3C)ccc2OC[C@@H](C)N(S(C)(=O)=O)C[C@@H]1C	-1	-14	-2	0.1	0.5	2	-4	-1
CCCCOC(=O)Nc1cccc(Cl)c1C	/	-1	-5	/	/	/	-5	36
COCC(=O)n1nc(-c2ccccc2)nc1NCc1ccc(N(C)C)cc1	-10	5	-15	0.2	0.3	-92	-1	50*
C[C@@H]1CCCCO[C@H](CN(C)C(=O)C2CCCCC2)[C@@H](C)CN([C@H](C)CO)C(=O)c2cc(NC(=O)Nc3ccc(F)cc3)ccc2O1	/	-3	18	0.3	-0.1	-9	6	-1
C[C@H]1CN([C@@H](C)CO)S(=O)(=O)c2ccc(C#CC3CC3)cc2O[C@H]1CN(C)C(=O)C1CCCCC1	9	/	/	0.6	0.0	13	/	4
O=C(Nc1ccc2c(c1)OCCO2)c1cccs1	-7	-6	-1	/	0.3	-84	-4	8
COc1ccc(/C=N\Nc2ccccn2)c(OC)c1	0	1	-13	/	7.0	-124	-1	52*
COc1ccc(NC(=O)Nc2ccc3c(c2)C(=O)N([C@H](C)CO)C[C@H](C)[C@H](CN(C)Cc2ccncc2)O3)cc1	/	-6	10	1.7	1.2	28	9	-6
Cc1noc(C)c1NC(=O)Nc1ccc2c(c1)CC(=O)N([C@@H](C)CO)C[C@@H](C)[C@H](CN(C)S(=O)(=O)c1ccccc1)O2	/	-5	2	?	0.0	-14	5	1
CC(=O)N(C)C[C@H]1Oc2ncc(C#CCc3ccccc3)cc2C(=O)N([C@H](C)CO)C[C@H]1C	2	0	-12	0.5	0.8	-3	-5	5
NC(=O)c1ccsc1NC(=O)COC(=O)c1c(F)cccc1Cl	-6	-1	3	/	-0.1	-77	-2	112*
CCS(=O)(=O)Nc1ccc2c(c1)C(=O)N(C)C[C@@H](OC)[C@H](C)CN(CC1CCCCC1)[C@H](C)CO2	5	-8	12	-0.4	-0.2	-9	-2	2
O=Cc1ccc(OCC(=O)N2CCc3ccccc32)c(Br)c1	-2	-3	-10	3.5	0.0	-54	-7	36
CC(C)(C)S(=O)(=O)/C(C#N)=C/c1cccn1S(=O)(=O)c1ccccc1	-1	1	-18	0.1	0.2	0	0	8
CCc1ccccc1N(CC(=O)NCc1ccco1)C(=O)CCC(=O)Nc1nccs1	0	-3	2	-0.2	0.4	-3	-1	-6
C[C@H](CO)N1C[C@H](C)[C@H](CN(C)S(=O)(=O)c2ccc(Cl)cc2)Oc2ccc(NC(=O)Cc3ccccc3)cc2C1=O	/	-11	-2	36*	-0.1	1	1	5
CCSc1ccc([C@@H]2[C@H]3C(=O)N(CC)C(=O)[C@H]3[C@]3(C(=O)OC)CCCCN23)cc1	-2	-17	-377	0.6	0.0	-4	-6	-2
COCC(=O)Nc1ccc2c(c1)[C@@H]1C[C@@H](CC(=O)N3CCc4ccccc4C3)O[C@@H](CO)[C@@H]1O2	/	2	1	0.3	0.1	4	0	5
C[C@H](CO)N1C[C@H](C)[C@@H](CN(C)S(=O)(=O)c2ccccc2)Oc2c(NC(=O)Nc3ccc(C(F)(F)F)cc3)cccc2C1=O	5	9	15&-5	0.3&0.0	-0.3&0.0	-12&8	4&-7	0
COc1cc(CN2CCCC(N3CCN(c4ccccc4C)CC3)C2)cc(Cl)c1O (stereo not given)	3	-10	-8	-0.1	0.0	4	-1	-6
Cn1c(=O)[nH]c(=O)c2c1nc(N(CCO)Cc1ccccc1)n2CCCc1ccccc1	-54	-7	2	-0.1	0.4	8	-4	-4
CO[C@@H]1CC[C@H]2CCN(C)C(=O)[C@@H](C)CN(C)C(=O)c3cc(C#N)ccc3OC[C@@H]1O2	10	9	3	0.0	0.0	-3	-45	-2
O=C(Nc1nccs1)C1CC(=O)N(c2ccccc2)C1 (stereo not given)	-2	2	-18	/	0.2	-20	-7	-3

(more compounds)
SMILES	FN deposition inh	RAD54 branch	RAD52 inh	E-selectin induc	Xi reactivation	EWS-Fli inh	S100A4 MyoIIA	esBAF inh
Cc1cc(-c2nnnn2-c2ccc(C(F)(F)F)cc2)no1	-5	/	2	/	0.2	0	-2	3
COc1cccc(CN2[C@@H]3CN(C(=O)c4cccnc4)c4ccccc4[C@@H]3[C@@H]2CO)c1	-6	-4	-12	0.2	0.1	0	1	-5
CCC(C)NC(=O)c1ccc(NC(=O)CC2SC(N3CCCCC3)=NC2=O)cc1 (stereo not given)	2	3	-3	0.9	0.2	-2	-15	1
CO[C@H]1CN(C)C(=O)c2ccc(NC(=O)NC(C)C)cc2OC[C@H](C)N(C(=O)C2CCC2)C[C@@H]1C	-4	/	3	-0.1	0.3	/	?	/
CC1(C)CC(Cc2ccc(C(=O)c3ccccc3)cc2)N(C(=O)OC(C)(C)C)N1 (stereo not given)	7	-4	9	0.7	-0.1	17	-3	-1
CC(C)OCCCNC(=O)CN1C(=O)CC(C)(C)S(=O)(=O)c2ccccc21	5	-14	-17	/	1.5	-4	1	-12
N#C/C(=C\c1ccccc1)C(=O)NCCN1CCOCC1	/	2	-3	-1.8	0.3	0	-3	-10
Cn1c2ccccc2c2cc(/C=N/NC(=O)c3cc(O)ccc3O)ccc21	/	-1	-6	0.0	-0.1	17	-4	2
CCOC(=O)CSc1nnc(CNC(=O)c2cccc(C)c2)n1C	-1	/	-14	1.3	0.0	-3	18	/
COc1cccc(S(=O)(=O)N[C@@H]2CC[C@H](CC(=O)NCc3ccc(Cl)cc3)O[C@@H]2CO)c1	3	3	-7	1.7	0.0	5	1	13
COc1ccc(S(=O)(=O)N2CCC(C(=O)Nc3nccs3)CC2)cc1	-5	-13	-22	-0.3	0.1	2	1	/

Another view of 3 compounds above.
Under each structure: FN deposition inh | RAD54 branch | RAD52 inh | E-selectin induc | Xi reactivation | EWS-Fli inh | S100A4 MyoIIA | esBAF inh
COc1cccc(S(=O)(=O)N[C@@H]2CC[C@H](CC(=O)NCc3ccc(Cl)cc3)O[C@@H]2CO)c1
  3 | 3 | -7 | 1.7 | 0.0 | 5 | 1 | 13
N#C/C(=C\c1ccccc1)C(=O)NCCN1CCOCC1
  / | 2 | -3 | -1.8 | 0.3 | 0 | -3 | -10
CCOC(=O)CSc1nnc(CNC(=O)c2cccc(C)c2)n1C
  -1 | / | -14 | 1.3 | 0.0 | -3 | 18 | /

Source: PubChem BioAssay
